GRP78 ERSR act: induces the endoplasmic reticulum stress response in human glioma cells. U87-MG GRP78 promoter luciferase reporter, 16 h. Potency, µM, without a hit: at the top dose activation, most hits filed as activators. 0.02% of 420,000 active; also: potency is read from the fitted curve at half-maximal effect; series mostly up to about 76 µM; % of control where 0% means no effect; nearly all actives have a fitted effect of over 35% in size
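ERSR induction read as luciferase luminescence (Bright-Glo, 10 min at room temperature) in stably transfected human U87-MG glioma cells exposed to compounds for 16 h, using GRP78 as sensor.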
USP1-UAF1 inh: USP1/UAF1 (human) deubiquitinase inhibition; 0.23% of 390,000 active; Potency, µM (doses to about 57.1 µM), for the others: at the highest dose activity change, negative = inhibition, actives largely listed as inhibitors; O94782; recombinant USP1/UAF1, Ub-Rhodamine cleavage fluorescence; also: potency is read from the fitted curve at half-maximal effect; % is scaled to controls: 0 for no effect and ±100 for the full control effect; nearly all actives have a fitted effect of over 60% in size; inactives centre near -12
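In this screen, compounds sit with the deubiquitinase complex (1nM) for 15 min at room temperature before Ub-Rho is added at 150nM final. Fluorescence rise is then followed for 6 reads every 60 seconds.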
IDH1 R132H inh: inhibitors of human mutant IDH1 R132H; 0.093% of 390,000 active; Potency, µM (titrated, usually from 76.6 µM), inactives show at the top dose activity change, negative = inhibition, hits mostly inhibitors; IDH1-R132H enzyme, NADPH consumption, diaphorase/resazurin fluorescence; also: potency is read from the fitted curve at half-maximal effect; % is scaled to controls: 0 for no effect and ±100 for the full control effect; nearly all actives have a fitted effect of over 65% in size
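IDH1-R132H (0.5 ug/mL dispensed) in pH 7.5 Tris buffer was preincubated 30 min with compound, then given a substrate mix of 0.016 mM NADPH and 2 mM alpha-KG for 80 min at room temperature; remaining NADPH was read by diaphorase/resazurin fluorescence.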
PI4K2A inh: inhibitors of human PI4K2A | Q9BTU6 | purified PI4K2A, ADP-Glo luminescence, 1 h; active compounds read low | activity change, negative = inhibition, % at 76.9 µM | 0.13% of 420,000 active; in the data active = activity change below about -50%; inconclusive = mostly about -30% to -49%;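 also: -100% = wells without enzyme as full effect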
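PI4K2A activity was measured by ADP-Glo luminescence: enzyme (4 ug/mL stock) and phosphatidylinositol (1.2 mM stock) in Tris pH 7.5/MgCl2/EGTA/Triton X-100 buffer were reacted with ATP (300 microM stock) for one hour at ambient temperature.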
LDHA inh: inhibitors of human lactate dehydrogenase A; purified LDHA, NADH/diaphorase-resazurin fluorescence; active compounds read low; P00338; activity change, % (values are at about 110 or 230 µM); 0.15% of 480,000 active; in the data active = activity change below about -30%; inconclusive = mostly about -25% to -30%;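 also: plate controls were DMSO wells for no effect and wells without enzyme for full effect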
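Human LDH5 (2 nM) was incubated with 0.06 mM NADH and 0.2 mM pyruvate for 5 min at room temperature in Tris pH 7.4. Remaining NADH was coupled through diaphorase/resazurin, and resorufin fluorescence was read at 0 and 20 min.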
TrxR1 substrate: rat thioredoxin reductase 1 substrate activity | O89049 | Potency, µM (doses to about 114 µM), inactives show top-dose activity change, negative = substrate turnover | 0.01% of 390,000 active | purified TrxR1 substrate turnover, NADPH consumption readout; also: potency is read from the fitted curve at half-maximal effect; % is scaled to controls: 0 for no effect and ±100 for the full control effect; nearly all actives have a fitted effect of over 50% in size
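Rat TrxR1, dispensed at 90 nM, was prereduced with 400 uM NADPH (final) for 5 min at ~22 deg C, then incubated with compound 15 min before 400 uM selenite. A first-read NADPH fluorescence drop versus no-compound background flagged substrates.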
Vif-APOBEC3G blk: blocks the Vif interaction with human APOBEC3G; 0.076% of 410,000 active; Q9HC16; Potency, µM (doses to about 46.1 µM), for the others: at the highest dose activity, negative = active, most hits filed as inhibitors; HeLa A3G-eYFP + Vif (tagged APOBEC3G with the HIV-1 protein that degrades it), YFP fluorescence, overnight;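 also: potency is read from the fitted curve at half-maximal effect; % is scaled to controls: 0 for no effect and ±100 for the full control effect; nearly all actives have a fitted effect of over 60% in size; hits raise eYFP signal because A3G escapes Vif-driven loss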
Target sequence (Q9HC16 whole entry, looked up): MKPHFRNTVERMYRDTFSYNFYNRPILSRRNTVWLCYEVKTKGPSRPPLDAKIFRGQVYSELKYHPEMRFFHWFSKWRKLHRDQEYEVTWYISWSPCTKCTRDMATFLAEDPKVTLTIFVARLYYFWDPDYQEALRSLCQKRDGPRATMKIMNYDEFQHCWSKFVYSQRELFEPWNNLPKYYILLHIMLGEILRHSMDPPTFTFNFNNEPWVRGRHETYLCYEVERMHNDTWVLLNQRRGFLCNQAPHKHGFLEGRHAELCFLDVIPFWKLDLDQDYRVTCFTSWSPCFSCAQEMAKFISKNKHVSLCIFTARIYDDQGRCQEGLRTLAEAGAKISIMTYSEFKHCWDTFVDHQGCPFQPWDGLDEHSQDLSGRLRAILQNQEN
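Read-out is eYFP fluorescence (Ex 488/Em 500-530) from Vif-expressing HeLa A3G-eYFP cells; more signal means A3G escaped Vif-mediated degradation. Cells plated overnight, compound pinned in, incubated overnight at 37 deg C.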
RXFP1 ag: agonists of human relaxin receptor RXFP1. Q9HBX9. HEK293T-RXFP1 cAMP TR-FRET, 30 min; response scale: percent of porcine relaxin response, buffer zero. Potency, µM (titrated, usually from 57.5 µM), without a hit: at the top dose activation, actives largely listed as activators. 0.3% of 370,000 active. AID 2676; also: potency is read from the fitted curve at half-maximal effect; % is scaled to controls: 0 for no effect and ±100 for the full control effect; nearly all actives have a fitted effect of over 60% in size; many of its hits are not listed in these tables
Target sequence (Q9HBX9 whole entry, looked up): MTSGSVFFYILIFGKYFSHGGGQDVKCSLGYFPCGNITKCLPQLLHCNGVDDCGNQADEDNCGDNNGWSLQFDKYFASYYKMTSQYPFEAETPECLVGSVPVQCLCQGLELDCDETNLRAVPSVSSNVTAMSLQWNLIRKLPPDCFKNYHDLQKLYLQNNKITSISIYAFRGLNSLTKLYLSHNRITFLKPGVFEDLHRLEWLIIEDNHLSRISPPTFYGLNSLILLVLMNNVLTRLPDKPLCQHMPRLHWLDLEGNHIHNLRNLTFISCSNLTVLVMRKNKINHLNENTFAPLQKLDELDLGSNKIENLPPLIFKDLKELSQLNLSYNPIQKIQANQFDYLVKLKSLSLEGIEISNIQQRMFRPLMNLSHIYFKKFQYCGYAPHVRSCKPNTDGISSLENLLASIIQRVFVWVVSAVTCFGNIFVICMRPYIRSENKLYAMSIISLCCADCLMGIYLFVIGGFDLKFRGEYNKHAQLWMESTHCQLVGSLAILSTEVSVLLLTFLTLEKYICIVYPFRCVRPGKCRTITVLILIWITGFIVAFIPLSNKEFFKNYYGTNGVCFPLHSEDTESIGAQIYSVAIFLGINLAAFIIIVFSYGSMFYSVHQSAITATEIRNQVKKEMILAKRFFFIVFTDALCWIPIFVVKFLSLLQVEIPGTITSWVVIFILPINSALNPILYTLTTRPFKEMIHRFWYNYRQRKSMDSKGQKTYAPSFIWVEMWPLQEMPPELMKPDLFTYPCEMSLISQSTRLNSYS
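cAMP rise read by TR-FRET after 30 min, 37C compound exposure (up to 58 uM) in RXFP1-transfected HEK293 cells with Ro 20174 present. EC50 from Hill-equation fits, with 29 nM porcine relaxin as 100% and buffer as basal.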
Vif-A3F inh: inhibitors of Vif-A3F interaction. HeLa A3F-eYFP + Vif (tagged APOBEC3F with the HIV-1 protein that degrades it), YFP fluorescence increase. Potency, µM (series often up to 46.1 µM), for inactives: top-dose activity, negative = active. 0.2% of 390,000 active. AID 602313; also: potency is read from the fitted curve at half-maximal effect; % of control where 0% means no effect; nearly all actives have a fitted effect of over 65% in size
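HeLa cells stably expressing A3F-eYFP plus Vif, plated and incubated overnight at 37 deg C, then exposed to compounds overnight at 37 deg C. Blocked degradation read as raised yellow fluorescence (Ex 488/Em 500-530).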
* marks the source's active call; other numbers are inactive results; u = inconclusive; x = no result given; & = joins results of further samples; [ ] = dose if it differs, or a comment. Unless noted, calls follow the shape of the dose curve; as a rule, active = well fitted curve in the direction sought with a large enough effect; inconclusive = small, poorly fitted or top-dose-only effect, or another doubt; inactive = no such curve, though single readings can be large; an effect the other way counts as inactive or inconclusive.

SMILES	GRP78 ERSR act	USP1-UAF1 inh	IDH1 R132H inh	PI4K2A inh	LDHA inh	TrxR1 substrate	Vif-APOBEC3G blk	RXFP1 ag	Vif-A3F inh
Cc1ncoc1C(=O)N1CCCC(C(=O)c2ccc(Oc3ccccc3)cc2)C1 (stereo not drawn)	-1.5%	-17.7%	-6.6%	-1.2	-9.2	8.2%[57.1 µM]	-1.7%	2.0%	-5.9%
COc1ccccc1NC(=O)c1cc(S(=O)(=O)N2CCc3ccccc32)ccc1F	-3.9%&-0.7%	-20.2%&-19.5%	10.3%&33.7%	-1.4&-1.7	0.1&-3.7	-3.5%	0.5%&-0.9%	2.5%&0.4%	1.3%&-0.9%
CN(Cc1nc2ccccc2c(=O)[nH]1)C(=O)c1cccc(S(=O)(=O)N2CCCC2)c1	-3.0%	-19.9%	-15.5%	0.6	-4.0	3.2%	1.8%	6.7%	5.9%
CCC(C(=O)N1CCCC1)n1nc(C)c2c(C)n(-c3ccccc3)nc2c1=O (stereo not drawn)	-2.7%	-13.6%	0.0%	-2.4	-2.6	7.3%	-0.2%	3.0%	0.4%
COc1nccc(-c2ccc(F)cc2)c1C#N	-1.9%	-7.4%	5.6%	3.6	-2.2	-2.4%[57.1 µM]	-2.8%	-0.4%	-25.4%
COc1cc(CN2CCN(c3cccc(C)c3C)CC2)cc([N+](=O)[O-])c1O	-2.2%	u	17.6%	-0.3	-7.8	4.3%[57.1 µM]	0.7%	0.2%	-12.6%
CCCOc1ccc(/C=N\NC(=O)CCc2n[nH]c(=O)[nH]c2=O)cc1OC	-1.8%	-20.5%	4.9%	-4.0	-2.0	-13.1%	-2.6%	2.7%	-1.1%
CC(=O)Nc1ccc(NC(=O)CN(C)S(=O)(=O)c2ccc3ccccc3c2)cc1	1.1%	-11.8%	0.0%	3.9	-5.2	5.2%	-5.2%	-2.6%	2.1%
CCN(C[C@H]1N[C@@](C)(C(=O)OC)[C@H]2C(=O)N(C)C(=O)[C@@H]12)C(=O)Nc1ccc(F)cc1	2.7%	-1.6%	4.5%	2.5	-2.1	2.8%	-4.6%	x	7.2%
Cc1noc(C)c1C(=O)NNc1cc(Cl)ccc1Cl	-1.9%	-11.7%	0.0%	3.1	-5.5	5.3%	0.8%	-0.6%	19.5%
CN1CCc2c(OCC(=O)NC3CCCCC3)cccc2C1=O	-5.5%	-1.1%	5.5%	-14.0	-6.7	-0.3%	0.0%	3.5%	-0.5%
C[N+](C)(C)CCNC(=O)c1cc[n+](Cc2ccccc2)c(/C=N/O)c1	-4.9%	-3.2%	-7.6%	0.2	-4.1	-5.5%	-0.4%	-1.7%	-9.7%
Cc1cccc(NC(=S)NNC(=O)c2ccccc2Br)c1	8.8%	-1.9%	2.2%	-0.4	-3.4	-8.4%	0.1%	5.5%	u
Cc1ccc(S(=O)(=O)N(C)CCCC(=O)N2CCN(C=O)CC2)cc1	-3.4%	-13.3%	-0.9%	1.4	-8.8	9.0%	1.4%	0.6%	-19.8%
O=C(Nc1nc(-c2ccccc2Cl)cs1)c1cccnc1	-2.6%	-2.6%	1.1%	-1.9	-9.4	6.4%	1.5%	0.0%	-0.6%

The final 2 compounds of the part before open the next one.
SMILES	GRP78 ERSR act	USP1-UAF1 inh	IDH1 R132H inh	PI4K2A inh	LDHA inh	TrxR1 substrate	Vif-APOBEC3G blk	RXFP1 ag	Vif-A3F inh
Cc1ccc(S(=O)(=O)N(C)CCCC(=O)N2CCN(C=O)CC2)cc1	-3.4%	-13.3%	-0.9%	1.4	-8.8	9.0%	1.4%	0.6%	-19.8%
O=C(Nc1nc(-c2ccccc2Cl)cs1)c1cccnc1	-2.6%	-2.6%	1.1%	-1.9	-9.4	6.4%	1.5%	0.0%	-0.6%
CCOC(=O)C1CCN(c2c(Nc3cc(C)cc(C)c3)c(=O)c2=O)CC1	-2.1%	-24.1%	-0.9%	-2.8	-8.1	-5.2%	u	-7.0%	0.8%
CC(NC(=O)C1CC(=O)N(c2ccc3c(c2)OCCO3)C1)c1ccccc1 (stereo not drawn)	2.4%	7.1%	1.9%	-4.3	-10.7	x	1.6%	x	-0.5%
CN(c1ccc(C(=O)NC2CCCC2)cc1)S(=O)(=O)c1ccc(Cl)cc1	-7.2%	-7.6%	-4.1%	12.7	-3.3	-7.3%	2.8%	-0.1%	2.4%
COC(=O)[C@]1(C)N[C@H](CN(C)C(C)=O)[C@@H]2C(=O)N(Cc3ccccc3)C(=O)[C@@H]21	-5.3%	-12.3%	-2.9%[38.3 µM]	-0.2	-2.7	3.5%	-4.0%	x	-7.1%
Cc1ccc(-c2csc3ncn(-n4c(C)ccc4C)c(=O)c23)o1	-5.1%	-1.5%	0.7%	-2.9	2.7	-1.5%	-5.6%	4.9%	-4.6%
CC(=O)Oc1ccc(N2C(=O)C3C4C=CC(CO)(O4)C3C2=O)cc1 (stereo not drawn)	-12.9%	-20.2%	0.9%	-6.7	2.4	9.1%[57.1 µM]	-4.1%	0.6%	3.7%
O=C(NCCS(=O)(=O)N1CCN(c2ccccc2F)CC1)c1ccco1	-1.8%	-2.5%	1.7%	-3.7	0.6	-9.7%	-1.0%	0.8%	1.0%
CC(NC(=O)CCNS(=O)(=O)c1ccc2c(c1)oc(=O)n2C)c1ccccc1 (stereo not drawn)	3.0%	-24.3%	-8.4%	1.3	-3.0	3.3%	-7.4%	1.0%	-8.7%
S=C(NCc1ccncc1)Nc1ccc(Br)cc1Cl	3.4%	-21.2%	-6.0%	-0.2	-2.4	5.5%	-4.6%	0.1%	-3.3%
CCC(=O)c1ccc(OC(=O)/C=C/c2cc(OC)c(OC)c(OC)c2)cc1	-1.5%	u	-2.1%	3.2	-8.2	64.0%[activator]	1.0%	1.8%	-4.0%
CC(=O)c1cccc(NC(=S)NC2CC2)c1	-1.7%	-22.7%	2.6%	-2.7	-6.7	-3.2%	1.5%	-0.1%	7.9%
COc1ccc(C(=O)N2CCCC(CCC(=O)NCc3ccc(F)c(F)c3)C2)cc1F (stereo not drawn)	3.6%	-8.2%	8.3%	-7.5	3.2	-21.0%[57.1 µM]	1.2%	-1.4%	5.6%
Cc1ccc2nc(N3CCN(Cc4nnnn4Cc4ccccc4)CC3)c(C#N)cc2c1	-1.7%	-20.3%	-4.1%	5.4	-1.7	1.0%[57.1 µM]	-0.3%	2.0%	-1.1%
CN(Cc1ccccc1NS(=O)(=O)c1ccc2ccccc2c1)C1CCCCC1	-2.1%	-22.6%	11.0%	2.3	0.0	3.4%	1.9%	0.0%	-0.9%
CCOC(=O)c1cccc(C(=O)OCC)n1	-2.3%	-12.2%	-5.4%	4.0	-4.4	12.1%[11.4 µM]	2.8%	0.9%	0.7%
NS(=O)(=O)c1ccc(CCNC(=O)Cc2c[nH]c3ccccc23)cc1	-3.3%	-3.6%	-3.2%	-2.3	-5.4	-11.9%	0.7%	1.8%	4.3%
Cc1ccc(C(=O)NCCc2ccc(S(N)(=O)=O)cc2)cc1[N+](=O)[O-]	-5.3%	-11.5%	-0.5%	-4.2	-2.3	3.8%	-1.6%	-0.4%	-0.6%
Cc1nn(C)c(C)c1S(=O)(=O)N1CCCC(C(=O)N2CCN(c3ccc(Cl)cc3)CC2)C1 (stereo not drawn)	-1.5%	-5.4%	3.7%	-0.6	-4.9	-4.3%	5.5%	-0.6%	-5.1%
COc1ccc(-c2cnc3c(NC(C)=O)cc(-c4cccc(C(=O)NCCO)c4)cn23)cc1OC	3.9%	x	x	-8.0	4.3	x	-3.8%	x	x
Cc1cc(Br)ccc1NC(=O)c1ccco1	1.2%	-18.1%	5.3%	-3.0	-3.7	5.6%[57.1 µM]	-1.6%	2.9%	-1.5%
CC1(C2CC2)NC(=O)N(CC(=O)Nc2ccc(Cl)c([N+](=O)[O-])c2)C1=O (stereo not drawn)	-4.4%	-20.4%	13.1%	6.2	-2.4	-15.3%	-15.6%	0.1%	1.6%
CCN(CC(=O)NCc1cccs1)C(=O)c1cccc(S(=O)(=O)NCc2ccccc2)c1	-1.8%	-11.3%	-8.4%	9.8	-10.0	-0.8%	-3.1%	0.5%	0.2%
CC(C)C(=O)N1CCCCCCN1C(=O)C(C)C	0.3%	-2.2%	3.4%	2.6	-14.8	x	0.3%	x	-1.2%
COc1cc(F)ccc1-c1csc(C(O)c2ccc(F)c(F)c2)n1 (stereo not drawn)	-2.2%	x	x	-4.5	-4.2	x	-10.6%	x	x
O=C(NCCc1ccccc1)c1cnn2c(C(F)F)cc(C3CC3)nc12	-4.3%	-7.0%	3.6%	-5.0	-2.8	7.0%[57.1 µM]	-6.2%	4.8%	3.3%
CCn1c(C)c(C)c2cc(C(=O)N3CCc4ccccc4C3)ccc21	-1.2%	u	2.3%	3.5	0.3	1.1%	-17.4%	3.5%	4.9%
CSc1ncccc1C(=O)OCC(=O)Nc1ccc2c(c1)CCC2	1.4%	-8.2%	-2.0%	-8.9	-3.4	-1.3%	-4.8%	1.5%	1.5%
COc1cccc(C=Nc2cc(C)on2)c1O	-8.9%	-21.1%	0.6%	2.3	12.3	-7.7%	1.0%	-0.3%	-1.6%
COc1cccc(CN2CCNC(=O)C2CC(=O)NCCc2cccc(C)n2)c1OC (stereo not drawn)	-3.9%	-10.2%	-3.7%	0.2	0.6	2.8%	-0.4%	0.4%	-0.7%

Screening results: PubChem BioAssay, National Center for Advancing Translational Sciences (NCATS)

A portion of the library, so the mix of outcomes need not match the whole.
